Yeast life ext – extends the lifespan of yeast. S. cerevisiae growth with nicotinamide, OD615; deaD strain in restrictive glucose medium. inhibition of the nicotinamide effect, % at 10 µM. 0.68% of 130,000 active;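 active = inhibition above a set limit, placed 3 SD over the median of all compounds, cut at about 26% in these data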;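 also: 0% = nicotinamide-treated wells and 100% = cells grown without nicotinamide; some compounds called inactive have numbers as strong as hits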
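System: DeaD-strain S. cerevisiae / Buffer or medium: CSMM-D, restrictive glucose (dextrose) synthetic minimal medium / Probe or stimulus: nicotinamide, 1.5 mM, co-present with compound / Compound: one concentration, 10 µM, DMSO 0.25% / Incubation: 48 h compound exposure at 30 °C, humidified / Technique: optical density (absorbance) at 615 nm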
HCT116 PTEN-null – suppresses growth of cells with PTEN deletion; 1.2% of 140,000 active; HCT116 PTEN-null viability, CellTiter-Glo, 60 h; stronger effect = lower value; AID 827; viability, % at 10 µM;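 active = viability at or below a set limit, 4 SD under the median of all tested compounds, cut at about 3.7% in these data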;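 also: PTEN knockout HCT116 line with beta catenin targeted HCT116 as companion control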
Measles CPE – protection of cells from measles virus | protection (pct of control), % at 4 µM | 1.5% of 140,000 active | Measles virus-infected cells, CPE protection, absorbance; in the data active = protection mostly above about 24%, no sharp cut-off; inactive = mostly below about 26%; also: some compounds called inactive have numbers as strong as hits
bCat KO growth – beta-catenin-lacking colon tumor cell growth suppression. HCT116 beta-catenin knockout viability, CellTiter-Glo, 60 h; stronger effect = lower value. viability, % at 10 µM. 1.5% of 140,000 active;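 active = viability at or under a set limit, the compound median less 4 SD, cut at about 6% in these data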;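 also: 0% = Hyamine 1622 control at 20 µM and 100% = untreated cell control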
Phagocyt inh – blocks phagocytosis by macrophages; J774A.1 macrophage IgG-bead phagocytosis, imaging; inhibition, % at 5 µM; 0.07% of 110,000 active;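 active = inhibition above the mean of the plate negative controls plus 5 SD, cut at about 13% in these data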;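 also: phagocytic index as fraction of beads internalized from green versus red external bead signal; plate controls were DMSO negative control for no effect and cytochalasin-D positive control for full effect; some results beyond the cut were filed as inactive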
NPY Y2 blocker – antagonists of human neuropeptide Y receptor Y2; NPY-Y2 expressing cells, antagonist mode; inhibition, % at 2.7 µM; 0.99% of 140,000 active; AID 793; in the data active = inhibition above about 17%;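 also: 0% = vehicle with agonist challenge and 100% = reference antagonist with challenge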
Target sequence (P49146 whole entry, looked up): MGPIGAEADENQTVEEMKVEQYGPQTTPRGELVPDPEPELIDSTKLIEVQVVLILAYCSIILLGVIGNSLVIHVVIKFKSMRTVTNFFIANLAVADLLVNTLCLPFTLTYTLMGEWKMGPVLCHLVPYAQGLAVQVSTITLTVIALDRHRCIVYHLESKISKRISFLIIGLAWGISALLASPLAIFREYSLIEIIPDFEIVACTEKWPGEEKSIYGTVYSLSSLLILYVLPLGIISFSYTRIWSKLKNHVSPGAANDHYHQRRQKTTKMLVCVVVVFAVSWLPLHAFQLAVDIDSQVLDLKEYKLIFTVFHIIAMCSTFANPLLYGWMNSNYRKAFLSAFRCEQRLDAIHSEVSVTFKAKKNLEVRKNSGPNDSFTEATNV
MRP1 act – activators of MRP-1. H69AR cells + doxorubicin, viability rescue, CellTiter-Glo. viability increase, % at 10 µM. 0.61% of 140,000 active;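 active = viability gain under doxorubicin at or above a set limit, the compound median plus 3 SD, cut at about 4.7% in these data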;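 also: MRP-1 overexpressing cells given doxorubicin 25 µM after compound pretreatment; 18-22 h compound pretreatment then 72 h with doxorubicin before readout; 0% = doxorubicin-only wells and 100% = vehicle-treated cells without doxorubicin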
E-sel TNF inh – blocks E-selectin expression induced by TNF alpha; HUVEC TNFa-induced E-selectin immunofluorescence, high content; inhibition, % at 2 µM; 0.71% of 120,000 active;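 active = inhibition above the batch mean plus 3 SD, and confirmed as a hit on visual image review, cut at about 43% in these data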;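 also: 0% = TNF-stimulated DMSO wells and 100% = unstimulated control wells; not every result past the cut was called active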
GALR2 blocker – blocks the human galanin receptor 2; O43603; GALR2-expressing cells, antagonist mode; inhibition, % at 4 µM; 0.39% of 140,000 active; AID 828; in the data active = inhibition above about 27%;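 also: cells stimulated with galanin 1-16 at roughly its EC80; 0% = agonist challenge control and 100% = basal control without agonist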
Target sequence (O43603 whole entry, looked up): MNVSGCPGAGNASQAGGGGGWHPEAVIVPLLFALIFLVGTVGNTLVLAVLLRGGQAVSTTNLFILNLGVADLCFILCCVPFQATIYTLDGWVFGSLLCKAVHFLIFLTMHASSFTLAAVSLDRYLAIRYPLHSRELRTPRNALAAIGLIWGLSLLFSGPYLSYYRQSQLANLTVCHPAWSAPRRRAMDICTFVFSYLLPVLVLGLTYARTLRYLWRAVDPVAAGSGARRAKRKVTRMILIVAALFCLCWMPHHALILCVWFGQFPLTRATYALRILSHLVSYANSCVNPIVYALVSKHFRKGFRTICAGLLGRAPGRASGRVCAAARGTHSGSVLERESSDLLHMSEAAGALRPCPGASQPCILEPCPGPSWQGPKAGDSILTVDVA
Yeast growth inh – chemicals that inhibit yeast BB579 growth in restrictive medium (lifespan-shortening candidates); inhibition, % at 10 µM; S. cerevisiae BB579 growth, OD615, 48 h; AID 804; 0.51% of 140,000 active;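 active = inhibition above a set limit, 3 SD over the mean compound inhibition, cut at about 44% in these data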; also: inactives centre near -24
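Detection: OD615 turbidity measurement; Material: Saccharomyces cerevisiae DeaD strain BB579, replicative lifespan model yeast; Timing: 48 h exposure, 30 °C; Doses: single 10 µM dose; Medium: CSMM-D restrictive synthetic medium containing dextrose (glucose); Controls: amphotericin B at 10 µg/mL as positive control.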
The depositor's hits bear a star; nt = not tested or not shown.

Values in the order – Yeast life ext, HCT116 PTEN-null, Measles CPE, bCat KO growth, Phagocyt inh, NPY Y2 blocker, MRP1 act, E-sel TNF inh, GALR2 blocker, Yeast growth inh
COc1cc2nc(=S)n3[nH]c(CCn4c(C)nc5ccccc54)nc3c2cc1OC
 : 3, 101, 24, 93, 0, 1, -2.2, -51, 6, -26
O=C(NCc1ccc2c(c1)OCO2)c1cc2n(n1)C(C(F)(F)F)CC(c1ccc3c(c1)OCO3)N2 (stereo not given)
 : -6, 108, 20, 96, 2, 3, 0.2, -20, 6, -19
Cc1cc(OCC(=O)Nc2ccc(N3CCN(C(=O)c4ccco4)CC3)cc2)cc(C)c1Cl
 : -12, 88, 16, 107, -1, 2, 0.0, -35, -8, -46
COc1nc(NCc2ccco2)nc(NC2CCCCC2)n1
 : nt, 96, 27, 92, nt, 2, -4.7, -7, -5, -50
CCn1cc(C(=O)Nc2sc(C)c(C)c2C(=O)OC)cn1
 : -1, 96, 19, 89, -1, 3, -3.7, nt, 9, -47
CCc1nnc(NC(=O)CCC(=O)Nc2ccccc2)s1
 : -3, 94, 3, 87, -1, 3, 2.6, 26, -8, 1
COc1ccc(C(=O)C[n+]2ccc(C)cc2)cc1
 : 12, 86, 6, 85, 1, 3, 0.9, nt, 7, -28
COc1ccc(OC)c(C2C(C(C)=O)=C(O)C(=O)N2CCN2CCOCC2)c1 (stereo not given)
 : -7, 109, 7, 96, 0, 0, -0.3, nt, 3, -31
COCCN(CC(=O)NCc1ccc2c(c1)OCO2)C(=O)CCC(=O)Nc1nccs1
 : nt, 97, 44, 92, nt, 2, -1.4, -8, -14, -33
Nc1nc(NCc2c(F)cccc2Cl)nn1-c1ccccc1
 : -21, 105, 27, 94, -3, 1, -1.8, 3, -5, 34
C=CCC(C)(NCc1ccccc1)c1ccccc1 (stereo not given)
 : -16, 94, 8, 88, 0, 4, -0.5, -3, 12, -72
Cn1c(=O)c2c(ncn2CC(=O)OCC(=O)NCc2ccc(Cl)cc2)n(C)c1=O
 : -3, 100, 26, 105, 0, 0, 2.1, nt, 0, 2
CCCS(=O)(=O)c1snnc1C
 : 5, 100, 5, 93, nt, 3, -0.9, 10, -15, -20
Cc1c(-c2nc(N)nc(Nc3ccccc3)n2)oc2ccccc12
 : -20, 49, 4, 58, -1, 6, -6.8, 3, -2, -34
CC(C)(C)NC(=O)C1CCN(S(=O)(=O)c2ccc(Br)cc2)CC1
 : -9, 86, 1, 106, -2, 2, -0.2, -27, -5, -31

New compounds follow.
Values in the order – Yeast life ext, HCT116 PTEN-null, Measles CPE, bCat KO growth, Phagocyt inh, NPY Y2 blocker, MRP1 act, E-sel TNF inh, GALR2 blocker, Yeast growth inh
NNC(=O)CSc1c(-c2cccs2)[nH]c2ccccc12
 : -3, 90, 3, 93, -8, 3, -1.3, nt, -8, -21
O=C(CSCc1ccc(Cl)cc1)Nc1ccc2c(c1)OCCO2
 : -12, 100, 33, 103, nt, 3, 1.7, 40, -3, -24
CC(=O)N1CCN(Cc2nc3cc(NC(=O)C4CCCCC4)ccc3n2C)CC1
 : -4, 97, 10, 96, -1, 4, 0.2, -53, -2, -14
CC1=C(C#N)C(Nc2cccc(C)n2)(C(F)(F)F)C(=O)N1 (stereo not given)
 : -1, 98, 13, 90, 0, 1, -2.7, nt, -5, -7
CCn1cc(C(=O)NCC2CCCO2)c(=O)c2cc(S(=O)(=O)N3CCC(C)CC3)ccc21 (stereo not given)
 : -10, 77, nt, 64, 0, 3, -1.3, 3, 12, -45
COc1ccc(O)c(/C=N/NC(=O)c2ccc(CSc3nc(C)cc(C)n3)cc2)c1
 : -4, 10, 1, 8, -11, -2, -0.8, nt, 18, -18
Cc1ccc(N2C(=O)CCSC23C(=O)Nc2ccccc23)cc1 (stereo not given)
 : -11, 74, 6, 84, 1, 2, -3.8, 36, -1, -22
CCC(C)(C#CCN1CCCCC1)OCCC#N (stereo not given)
 : 4, 94, 4, 89, -2, 1, -0.8, -4, 6, -58
CCc1cc(C(N)=O)c(NC(=O)c2ccc(OC)cc2)s1
 : -6, 85, 9, 93, -6, -1, -1.4, nt, 11, 14
Cn1cc(C(=O)Nc2cccc(F)c2)cn1
 : -9, 107, 13, 96, nt, 0, 0.9, -9, 13, -37
O=c1oc2cc(Br)ccc2n1CSC1=NCCS1
 : -13, 57, 5, 57, 1, -1, -2.8, -9, 5, -19
CCOC(=O)CON1C(=O)C(C)(C)N(OCC(=O)OCC)C(=O)C1(C)C
 : -4, 107, 11, 102, nt, -2, 0.0, nt, 1, -42
Cn1c(N/N=C/c2cc3ccccc3nc2Cl)nc2ccccc21
 : 4, 63, 2, 60, -14, 3, -4.3, nt, 16, -35
C=CCNc1nc2c(c(=O)n(C)c(=O)n2C)n1CCCCCC
 : -5, 25, 6, 26, 0, 3, -2.5, -19, 1, -19
COc1cccc(-n2c(SCC(=O)NC3CCCC3)nnc2-c2ccco2)c1
 : nt, 92, 4, 96, nt, 3, -2.8, 9, -9, -23

Sorted by SMILES length (low to high): some entries from above.
Values in the order – Yeast life ext, HCT116 PTEN-null, Measles CPE, bCat KO growth, Phagocyt inh, NPY Y2 blocker, MRP1 act, E-sel TNF inh, GALR2 blocker, Yeast growth inh
O=c1oc2cc(Br)ccc2n1CSC1=NCCS1
 : -13, 57, 5, 57, 1, -1, -2.8, -9, 5, -19
O=C(CSCc1ccc(Cl)cc1)Nc1ccc2c(c1)OCCO2
 : -12, 100, 33, 103, nt, 3, 1.7, 40, -3, -24
C=CCNc1nc2c(c(=O)n(C)c(=O)n2C)n1CCCCCC
 : -5, 25, 6, 26, 0, 3, -2.5, -19, 1, -19
Cc1ccc(N2C(=O)CCSC23C(=O)Nc2ccccc23)cc1 (stereo not given)
 : -11, 74, 6, 84, 1, 2, -3.8, 36, -1, -22
CC1=C(C#N)C(Nc2cccc(C)n2)(C(F)(F)F)C(=O)N1 (stereo not given)
 : -1, 98, 13, 90, 0, 1, -2.7, nt, -5, -7
COc1cccc(-n2c(SCC(=O)NC3CCCC3)nnc2-c2ccco2)c1
 : nt, 92, 4, 96, nt, 3, -2.8, 9, -9, -23

Other compounds.
Values in the order – Yeast life ext, HCT116 PTEN-null, Measles CPE, bCat KO growth, Phagocyt inh, NPY Y2 blocker, MRP1 act, E-sel TNF inh, GALR2 blocker, Yeast growth inh
Cc1ccc2cc(CCNC(=O)Cc3cccs3)c(=O)[nH]c2c1
 : 1, 95, 8, 97, nt, 0, -0.6, -14, 8, 4
COc1ccc(S(=O)(=O)NCCC(=O)NCc2ccc(F)cc2)cc1
 : -14, 99, 19, 90, 1, 3, -1.2, -2, -2, -33
CC(C)CC(NC=C1C(=O)OC(C)(C)OC1=O)C(=O)O (stereo not given)
 : -4, 103, 8, 96, nt, 0, -1.3, 31, 8, -40
Cc1ccc(CSCCC(=O)NCCC2=CCCCC2)cc1
 : 4, 98, 13, 91, 0, 6, 0.7, nt, -7, -33
O=C(Nc1cccc(C(F)(F)F)c1)Nc1ccc(N2CCCC2)c(S(=O)(=O)Nc2ccccc2Cl)c1
 : -1, 1.5*, 2, 1.5*, -10, -2, -4.3, nt, 9, -18
CC1Cc2ccccc2N1C(=O)C1CCCN(S(=O)(=O)c2cccc3nsnc23)C1 (stereo not given)
 : -10, 42, 17, 44, nt, 1, -2.0, -14, -4, -26
O=C(c1cccc([N+](=O)[O-])c1)N1CCN(c2ccc(Cl)cc2)CC1
 : -2, 92, 23, 90, -3, 0, 4.0, nt, 7, -15
CCOC(=O)c1c(N2C(=O)C3C4C=CC(C4)C3C2=O)sc2c1CCC(C)C2 (stereo not given)
 : -1, 80, 3, 78, -6, -1, -1.5, 2, -2, -20
COc1ccc(C)cc1NC(=O)C(OC(=O)c1ccc(Cl)c(S(=O)(=O)N(C)c2ccccc2)c1)c1ccccc1 (stereo not given)
 : 7, 82, 6, 75, -6, 0, -1.6, 3, -4, -11
O=C(c1ccc(-c2cccc(C(F)(F)F)c2)o1)N1CCOCC1
 : -17, 106, 7, 95, -1, 4, -0.1, -16, 5, -7
O=C(Nc1cccc([N+](=O)[O-])c1)c1cnccn1
 : -9, 95, 11, 93, -5, 3, -2.3, -16, 3, 18
CC(C)n1c(SCC(=O)Nc2ccccc2)nc2c1c(=O)n(C)c(=O)n2C
 : nt, 77, 30, 80, nt, 7, -4.6, -9, 9, 2
CCc1ccccc1NC(=O)CSc1nc2ccccc2n1CC(=O)N1CCCC1
 : nt, 96, 8, 90, nt, 1, -1.5, -1, -6, -24
CC(=O)N/C(=C/c1ccccc1)C(=O)NC(Cc1ccccc1)C(=O)O (stereo not given)
 : 7, 101, 15, 95, -3, 3, 0.5, nt, -12, -12
COc1ccc(C2=NN(S(C)(=O)=O)C(c3ccc4nccnc4c3)C2)cc1 (stereo not given)
 : 0, 92, 8, 94, -8, 2, -0.9, nt, -8, -42

Next part.
Values in the order – Yeast life ext, HCT116 PTEN-null, Measles CPE, bCat KO growth, Phagocyt inh, NPY Y2 blocker, MRP1 act, E-sel TNF inh, GALR2 blocker, Yeast growth inh
Nc1nc(CSC(=S)N2CCOCC2)nc(Nc2ccccc2)n1
 : 1, 62, 9, 63, 0, 1, -1.1, -12, 2, -37
CCOC(=O)Cc1csc(N/N=C\c2cccc(Br)c2)n1
 : -15, 76, 9, 77, nt, -1, -0.9, -72, 8, -54
O=C(NCc1cccs1)c1cc(-c2cccs2)on1
 : -5, 95, 15, 94, 0, 1, -2.4, nt, -9, -16
CCOC(=O)N1CCC(N2Cc3cccc(C(=O)Nc4ccc(F)cc4)c3C2=O)CC1
 : -6, 98, 4, 121, nt, 2, -0.1, nt, -5, -28
CCCOC(=O)C(C)n1c(-c2ccccc2)nc2ccccc2c1=O (stereo not given)
 : 16, 66, 2, 58, 3, 14, -2.4, -12, 6, -33

Entries of single compounds from above. Order of screens: Yeast life ext	HCT116 PTEN-null	Measles CPE	bCat KO growth	Phagocyt inh	NPY Y2 blocker	MRP1 act	E-sel TNF inh	GALR2 blocker	Yeast growth inh
Record of O=C(NCc1cccs1)c1cc(-c2cccs2)on1 → -5	95	15	94	0	1	-2.4	nt	-9	-16
Record of CCOC(=O)Cc1csc(N/N=C\c2cccc(Br)c2)n1 → -15	76	9	77	nt	-1	-0.9	-72	8	-54
